GalR3 antagonist = antagonists of human GalR3; O60755; actives 0.44% (n = 360,000); inhibition, % at 3 µM; HEK293 GalR3-CNG cAMP membrane potential fluorescence; galR3 body fused to GalR1 C-terminus; AID 651719;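 active = inhibition above the screen-wide average plus 3 SD, cut at about 13% in these data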;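 also: forskolin and galanin both at EC90 stimulate the cells; cAMP rise reported by CNG channel membrane potential dye signal; 0% = forskolin plus galanin with DMSO and 100% = forskolin alone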
pCIP destab = p/CIP protein destabilization; F442A p/CIP-EGFP cells, EGFP fluorescence, 16 h; decrease of EGFP signal, % at 10 µM; actives 0.01% (n = 290,000); AID 1984;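 active = EGFP signal decrease of at least 30% at 10 µM or well 3 SD below plate mean, unless failing retest; inactive = the rest, including hits failing retest or dose response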; also: some compounds called inactive have numbers as strong as hits; many of its hits are not listed in these tables
CRFBP-R2 agonist = CRF-BP/CRF-R2 complex agonism; AID 588473; HEK293 CRF-R2/CRF-BP, calcium dye fluorescence (FLIPR); percent of saturating CRF peptide response; activation, % at 13.2 µM; actives 0.46% (n = 350,000);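 active = activation of at least 50%, plus an integration ratio under a set limit after plate pattern correction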;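 also: plate controls were neutral control wells without compound for no effect and CRF at EC100 for full effect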
CRFBP-R2 block = antagonists of CRF-binding protein/CRF-R2 receptor complex | AID 588475 | actives 0.59% (n = 350,000) | HEK293 CRF-R2/CRF-BP, CRF-induced calcium fluorescence | inhibition, % at 11.8 µM;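 active = inhibition of the ligand-induced calcium signal above about 50% at the single tested concentration, limit read from the data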
MEKK3 PB1 HTS = raises or lowers MEK5 binding to the human MEKK3 PB1 domain; AID 1529; binding response (% of control), % at 10 µM; bead-based flow cytometry, Alexa488-MEK5 binding to MEKK3; actives lie on both sides; 0 = blocked by unlabeled MEK5, 100 = vehicle; actives 1.4% (n = 290,000); Q99759;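 active = binding response more than 3 SD above or below the average of its plate-row segment, actives on both sides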;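 also: Alexa488 bead fluorescence after subtracting the streptavidin-only scavenger bead signal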
CHRM4 PAM = CHRM4 positive allosteric modulation | P08173 | CHO-K1 hM4/Gqi5, Fluo-8 calcium fluorescence, ACh EC20; 0% = ACh EC20, 100% = maximal ACh | activation, % at 3 µM | actives 0.4% (n = 360,000);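 active = activation above its plate's cutoff, the mean activation of sample wells plus 3 SD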; also: some results filed as inactive read as strong as hits
PHOSPHO1 block = blocks human PHOSPHO1 phosphatase activity; inhibition, % at 13.3 µM; recombinant PHOSPHO1, absorbance phosphatase assay; Q8TCT1; actives 1.1% (n = 290,000); in the data active = inhibition above about 60%
IDE act = IDE (human) activation, cell-based | P14735 | HEK cells, FAbeta-B cleavage, fluorescence polarization; 0% vehicle, 100% cell-free pure enzyme wells | activation, % at 5.96 µM | actives 0.073% (n = 340,000);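 active = activation above the mean of all tested compounds plus 3 SD, set per screening campaign, cut at about 17% in these data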
Target sequence (P14735 whole entry, looked up): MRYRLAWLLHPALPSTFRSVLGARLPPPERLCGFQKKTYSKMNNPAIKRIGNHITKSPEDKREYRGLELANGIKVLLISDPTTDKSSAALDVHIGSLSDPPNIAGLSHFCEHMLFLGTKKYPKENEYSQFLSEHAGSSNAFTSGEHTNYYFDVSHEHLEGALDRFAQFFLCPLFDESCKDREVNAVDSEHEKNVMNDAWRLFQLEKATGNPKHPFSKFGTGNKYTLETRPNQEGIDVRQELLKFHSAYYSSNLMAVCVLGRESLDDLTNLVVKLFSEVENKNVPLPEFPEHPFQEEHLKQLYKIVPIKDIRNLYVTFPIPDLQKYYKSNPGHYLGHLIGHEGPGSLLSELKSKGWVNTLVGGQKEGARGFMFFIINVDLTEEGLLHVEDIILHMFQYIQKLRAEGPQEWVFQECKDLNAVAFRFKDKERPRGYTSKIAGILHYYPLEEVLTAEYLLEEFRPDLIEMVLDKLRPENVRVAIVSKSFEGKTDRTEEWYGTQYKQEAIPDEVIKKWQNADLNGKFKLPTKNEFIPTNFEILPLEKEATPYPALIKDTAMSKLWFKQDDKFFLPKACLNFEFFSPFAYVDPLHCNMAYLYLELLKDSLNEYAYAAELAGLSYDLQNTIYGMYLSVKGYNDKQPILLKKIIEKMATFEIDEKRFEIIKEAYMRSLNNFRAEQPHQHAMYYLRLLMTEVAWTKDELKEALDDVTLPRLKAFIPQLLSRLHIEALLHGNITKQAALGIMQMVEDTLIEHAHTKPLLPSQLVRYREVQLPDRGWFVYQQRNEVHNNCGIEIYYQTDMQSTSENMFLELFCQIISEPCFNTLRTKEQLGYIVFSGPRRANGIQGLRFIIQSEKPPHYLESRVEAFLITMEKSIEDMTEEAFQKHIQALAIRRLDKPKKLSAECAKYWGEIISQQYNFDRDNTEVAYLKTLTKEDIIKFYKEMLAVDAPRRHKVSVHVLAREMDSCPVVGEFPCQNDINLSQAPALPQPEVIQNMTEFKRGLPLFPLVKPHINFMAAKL
IDE inh = inhibitors of human insulin-degrading enzyme in cells; inhibition, % at 5.59 µM; P14735; actives 0.41% (n = 320,000); HEK cells, FAbetaB cleavage, fluorescence polarization; AID 434962;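 active = percent inhibition above the average of all tested compounds plus 3 SD, set per screening campaign, cut at about 16% in these data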;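 also: IDE supplied by intact live HEK cells; FP after avidin binding of uncleaved biotin substrate so inhibition keeps polarization high; 0% = DMSO wells and 100% = 60 µM reference IDE inhibitor Ii1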
The depositor's hits bear a star; . = not tested or not shown; & = joins results of further samples; [ ] = remark or other dose. This is a random part of the collection (roughly 4.2% active in at least one column).

item	mol	GalR3 antagonist	pCIP destab	CRFBP-R2 agonist	CRFBP-R2 block	MEKK3 PB1 HTS	CHRM4 PAM	PHOSPHO1 block	IDE act	IDE inh
1	CCSc1nnc(-c2ccc(OC)cc2)o1	-1	-14	-0.4	-2	83	3	-8	-3	3
2	O=C(O)c1cccc(S(=O)(=O)N(Cc2ccccc2)c2ccc(Cl)cc2)c1	-13	-1	0.8	27	102	-2	33	0	3
3	O=C1C2CC=CCC2C(=O)N1c1ccc(Cc2ccncc2)cc1 (stereo unspecified)	4	-14	2.5	4	103	1	27	-2	6
4	O=S(=O)(NC(=NC1CCCCC1)c1ccccc1)c1ccc(F)cc1	-5	-5	-3.9	-10	102	10	-2	-1	8
5	COc1ccc(CCn2c(C)c(C(C)=O)c(C(C)=O)c2C)cc1OC	4	-6	-0.5	-7	94	6	12	2	-1
6	COc1ccc(/C=C/c2c(-c3ccccc3OC)sc3ccccc23)cc1OC	-4	.	7.0	-8	.	2	.	3	0
7	CCc1ccc(NC(=O)CSc2ccc(-c3ccco3)nn2)cc1	-4	16	-5.3	6	102	10	-29	-4	2
8	Cc1cccc(-c2cc(C(=O)Nc3ccc4c(c3)OCCO4)c3ccccc3n2)c1	3	-6	1.1	8	.	-8	45	3	-10

Sorted by the number under CHRM4 PAM (low to high): 3 of the compounds above.
cpd	compound	GalR3 antagonist	pCIP destab	CRFBP-R2 agonist	CRFBP-R2 block	MEKK3 PB1 HTS	CHRM4 PAM	PHOSPHO1 block	IDE act	IDE inh
8	Cc1cccc(-c2cc(C(=O)Nc3ccc4c(c3)OCCO4)c3ccccc3n2)c1	3	-6	1.1	8	.	-8	45	3	-10
6	COc1ccc(/C=C/c2c(-c3ccccc3OC)sc3ccccc23)cc1OC	-4	.	7.0	-8	.	2	.	3	0
1	CCSc1nnc(-c2ccc(OC)cc2)o1	-1	-14	-0.4	-2	83	3	-8	-3	3

Next section.
item	mol	GalR3 antagonist	pCIP destab	CRFBP-R2 agonist	CRFBP-R2 block	MEKK3 PB1 HTS	CHRM4 PAM	PHOSPHO1 block	IDE act	IDE inh
9	C[C@@H]1CCCCO[C@H](CN(C)Cc2ccc3c(c2)OCO3)[C@@H](C)CN([C@H](C)CO)C(=O)c2cc(NC(=O)c3ccccc3)ccc2O1	-3	.	0.2	-11	.	0	.	.	.
10	CCCCNC(c1ccccc1)c1ccncc1 (stereo unspecified)	-11	-6	-1.5	42	108	-7	4	1	1
11	Cc1ccc(N/C=C(\[N+](=O)[O-])S(=O)(=O)c2ccccc2)cc1	-4	7	2.7	-14	106	2	8	4	-3
12	O=C(NCC1CCCO1)c1cc(S(=O)(=O)N2CCOCC2)c(Cl)cc1Cl (stereo unspecified)	-1	6	-1.6	8	99	9	.	3	.
13	CCOC(=O)CSc1nc(N)nc(C)c1Cl	-1	-13	-1.6	24	98	-7	1	5	8
14	Cc1cc(C(=O)C(C)OC(=O)C2=NNC(=O)CC2)c(C)n1-c1ccc(OC(F)F)cc1 (stereo unspecified)	-3	-2	-1.5	2	98	-9	-6	10	-3
15	O=[N+]([O-])c1ccc(N2CCOCC2)c(S(=O)(=O)N2CCOCC2)c1	-2	-3	-2.1	-18	104	4	-10	2	0
16	CNC(=O)COc1ccccc1C(=O)Nc1ccc2c(c1)oc1ccccc12	-4	-1	7.4	-27	103	-1	9	8	5

(more compounds)
item	mol	GalR3 antagonist	pCIP destab	CRFBP-R2 agonist	CRFBP-R2 block	MEKK3 PB1 HTS	CHRM4 PAM	PHOSPHO1 block	IDE act	IDE inh
17	COc1cc(OC)c(CN2CCC(Cc3ccccc3)CC2)cc1Br	-14	-6	11	-15	99	-10	.	5	3
18	CC1CCN(C(=O)COC(=O)c2cc3ccccc3oc2=O)CC1	-6	.	1.8	4	.	0	.	-1	-3
19	CCC(C)[C@H](NC(=O)NCCCn1ccnc1)C(=O)OC (stereo partly specified)	-1	-4	-0.3	2	105	3	14	4	5
20	O=C(NC1CCCCNC1=O)c1ccccc1 (stereo unspecified)	-5	-13	4.9	-44	115	-4	41	-1	8
21	COc1ccccc1NC(=O)Cn1ccn(-c2cccc3ccccc23)c(=O)c1=O	-3	.	-0.8	10	.	0	.	-3	3
22	CC(C)[C@H](NC(=O)c1ccccc1F)C(=O)OCC(=O)NC1CC1	-4	.	-0.1	6	.	5	.	-2	-3
23	CCc1ccc(NC(=O)CSc2nc(C)cs2)cc1	-5	.	-5.2	-2	.	2	.	.	.
24	CCn1cc(/C=N/NS(=O)(=O)c2ccc(C)cc2)c(C)n1	-2	8	-3.2	4	.	2	17	1	1

Further entries
item	mol	GalR3 antagonist	pCIP destab	CRFBP-R2 agonist	CRFBP-R2 block	MEKK3 PB1 HTS	CHRM4 PAM	PHOSPHO1 block	IDE act	IDE inh
25	COCCN(C(=O)CNC(=O)c1ccco1)C(C(=O)NC1CCCCC1)c1cccc(OC)c1 (stereo unspecified)	-2	-14	1.0	2	101	-6	10	6	2
26	Cc1ccc[n+](CC(=O)c2ccc(NC(=O)c3ccccc3)cc2)c1	-3	-2	-1.1	1	107	4	11	-4	4
27	COc1ccccc1C(=O)Nc1nnc(S(=O)(=O)N2CCC(C)CC2)s1	-7	-4	-0.4	-14	101	-2	10	3	3
28	COc1ccc([N+](=O)[O-])cc1N(CC(=O)NC(C(C)C)C(C)C)S(C)(=O)=O	-1	-18	0.8	-3	93	-3	41	1	5
29	O=C(CCn1c(=S)oc2ccccc21)N1CCCCC1	-3	10	0.5	7	112	-1	-12	0	-1
30	O=C(NC(=S)Nc1nc(-c2ccc([N+](=O)[O-])cc2)cs1)c1ccco1	0	2	-0.9	1	93	5	-12	-3	0
31	O=[N+]([O-])c1ccc(OCn2cncn2)cc1	-8	.	1.2	15	.	5	.	3	2
32	Cc1c(-c2cc(C(=O)O)no2)cnn1C	-5	-12	1.3	34	94	-3	37	5	-1

(list continues)
item	mol	GalR3 antagonist	pCIP destab	CRFBP-R2 agonist	CRFBP-R2 block	MEKK3 PB1 HTS	CHRM4 PAM	PHOSPHO1 block	IDE act	IDE inh
33	Cc1cc(C)n2nc(C(=O)N/N=C/c3cn(C)nc3C)nc2n1	-4	-8	-2.4	23	.	-18	24	8	-1
34	O=C(CN1CCN(CC(=O)Nc2ccccc2Cc2ccccc2)CC1)Nc1ccccc1Cl	-9	-8	-0.6	3	94	4	35	3	-2
35	O=C(NCc1ccc(F)cc1)C1CCCN(C(=O)Nc2ccc(F)cc2)C1 (stereo unspecified)	-9	1	2.7	-7	100	-5	6	5	0
36	COc1cc(C(=O)N2CCCc3ccccc32)c([N+](=O)[O-])cc1OC	-10	2	2.0	7	100	5	41	4	0
37	CC(=O)c1cccc(NC(=O)C2C3C=CC(C4CC34)C2C(=O)O)c1 (stereo unspecified)	2	9	-0.2	24	113	20	-24	2	-5
38	CCCC[C@H]1COCCS(=O)(=O)N1Cc1ccccc1F	-4	-11	-2.5	8	103	-10	-2	4	-4
39	CC1(C)CSC(=NCc2ccccc2)N1C(=O)c1cccc([N+](=O)[O-])c1	-7	-3	273*	-95	104	-11	-6	-3	4
40	O=C(Nc1c(C(=O)C2CC2)oc2ccccc12)c1ccc(Cl)cc1	-1	-8	22	-51	145*	26*	21	2	8

(listing goes on)
item	mol	GalR3 antagonist	pCIP destab	CRFBP-R2 agonist	CRFBP-R2 block	MEKK3 PB1 HTS	CHRM4 PAM	PHOSPHO1 block	IDE act	IDE inh
41	COc1ccc(NC(=O)c2cc([N+](=O)[O-])ccc2N2CCCCC2)cc1	-12	-12	-1.6	11	102	-4	22	5	-7
42	COc1ccc(S(=O)(=O)NCCC(=O)OCC(=O)NC2CC2)cc1	-4	.	-0.1	7	.	-2	.	-5	2
43	COc1cccc(CNC(=O)C2Cc3ccccc3CN2C(C)=O)c1 (stereo unspecified)	-7	-8	-2.1	7	98	0	-4	4	7
44	CC(C)(C)c1ccc(S(=O)(=O)N2CCN(CC(O)CN3CCOCC3)CC2)cc1 (stereo unspecified)	-1	.	0.1	5	.	13	.	6	3
45	Cn1c(SCC(=O)N2CCOCC2)nnc1-c1ccc(NC(=O)c2ccccc2F)cc1	-7	-6	-1.5	17	103	6	39	-3	1
46	COc1ccccc1NS(=O)(=O)c1cccc(C(=O)NNC(=O)c2ccc(O)c(Cl)c2)c1	-2	.	-1.3	2	.	15	.	4	-5
47	CCN1CCN(Cc2ccc(NC(=O)c3ccc(C)c(NC(=O)c4ccnnc4)c3)cc2C(F)(F)F)CC1	-1	-6	-0.8	12	81*[inhibitor]	17	18	3	-6
48	O=C(Nc1ccc(Cc2ccncc2)cc1)c1ccc(S(=O)(=O)N2CCOCC2)cc1	-3	-21	1.1	-4	99	-18	30	1	-1

The listing continues.
item	mol	GalR3 antagonist	pCIP destab	CRFBP-R2 agonist	CRFBP-R2 block	MEKK3 PB1 HTS	CHRM4 PAM	PHOSPHO1 block	IDE act	IDE inh
49	C=CCSC1=C(C#N)C(c2cccc(OC)c2)CC(=O)N1 (stereo unspecified)	2	-14	-0.9	-3	114	8	-4	-3	3
50	CC1=NN2C(=N)/C(=C\c3ccc(SCc4ccccc4)o3)C(=O)N=C2S1	-1	-8	2.8	-35	98	2	94*	3	-1
51	CCOC1=C/C(=C/c2c(N)n3nc(CC(=O)N4CCCCC4)sc3nc2=O)C=CC1=O	-9	-120	57*	-68	101	1	7	-127	21*
52	Cc1cccc(-c2nnc3n2N=C(c2ccccc2Br)CS3)c1	-2	96	0.5	-6	.	0	39	2	1
53	CC(C)COc1ccc(CSCCNC(=S)Nc2ccccc2)cc1	3	-8	-0.1	7	103	-12	11	6	5
54	COc1ccc(S(=O)(=O)N2CCCCCC2)cc1C(=O)N1CCN(c2ccc(F)cc2)CC1	-7	.	-1.2	4	.	1	.	2	.
55	O=C(CCCN1CC=C(n2c(=O)[nH]c3ccccc32)CC1)c1ccc(F)cc1	-1	3&-15	0.5	6	82&101	-13	-1&32	4	1
56	O=C(OCCN(C1=NS(=O)(=O)c2ccccc21)c1ccccc1Cl)c1ccc(Cl)cc1	0	15	-1.5	-11	86	-12	-2	8	1

Further results.
item	mol	GalR3 antagonist	pCIP destab	CRFBP-R2 agonist	CRFBP-R2 block	MEKK3 PB1 HTS	CHRM4 PAM	PHOSPHO1 block	IDE act	IDE inh
57	CCc1ccc(C(=O)COC(=O)C2=NN(c3ccccc3)C(=O)CC2)cc1	-7	.	-1.7	4	.	3	.	-1	0
58	CC(C)CNC(=O)CSc1ccc(S(=O)(=O)N(C)C2CCCCC2)cn1	-4	.	-0.2	4	.	4	.	-3	.
59	CCOC(=O)C1(Cc2ccccc2Cl)CCN(S(C)(=O)=O)CC1	-5	-2	-1.1	-3	106	-5	18	6	-1
60	CCCc1ccc(OCCNC(=O)CC)cc1	-2	-7	-0.9	-26	86	-1	18	0	2
61	CCc1nc(Sc2nc(C)cc(C)n2)c2oc3ccccc3c2n1	-6	-6	-1.1	8	119	9	1	-5	3
62	COC(=O)c1ccc(NC(=O)CN2CCC(NC(=O)c3ccccc3F)CC2)cc1	1	.	-1.5	-19	.	-7	.	.	.
63	CC(=O)Nc1ccc(CN2CCC(Oc3ccc(C(=O)N4CCCC4)cc3)CC2)cc1	-4	2	2.3	-11	100	-16	33	0	5
64	Cc1ccc(S(=O)(=O)NCC(=O)N2CCN(S(=O)(=O)c3ccc(Cl)cc3)CC2)cc1C	-4	.	-0.6	19	.	0	.	1	3

From PubChem
